# Screens (PubChem)
# EPAC1 agonist: agonists of human EPAC1. EPAC1 agonist qHTS, biochemical assay; response scale: 100% = response to 6.5 mM cAMP. Potency, µM (doses to about 154 µM), for the others: top-dose activation, usual class: activators. hit rate 0.073% among 360,000; also: potency is read from the fitted curve at half-maximal effect; nearly all actives have a fitted effect of over 60% in size
#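 Multi-concentration qHTS readout: loss of Rap1B-bound BODIPY-GDP fluorescence driven by 100 nM EPAC1 with excess GDP (50 uM), monitored kinetically at room temperature; agonist response expressed relative to 6.5 mM cAMP.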
# WRN helicase inh: blocks human WRN helicase; AID 651768; WRN helicase unwinding, fluorescent forked duplex, kinetic; hit rate 0.46% among 360,000; Potency, µM (highest dose often 114 µM), inactives show at the top dose activity change, negative = inhibition, most hits filed as inhibitors; also: potency is read from the fitted curve at half-maximal effect; % is scaled to controls: 0 for no effect and ±100 for the full control effect; nearly all actives have a fitted effect of over 55% in size
#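 WRN at 20 nM final was preincubated with compound for 15 min at room temperature; reaction started with 100 nM forked duplex oligonucleotide carrying fluorophore and quencher plus 2 mM ATP (final). Unwinding followed kinetically by red fluorescence (ex 525/em 598 nm).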
# CCT chaperon mod: changes cytosolic chaperonin activity; hit rate 0.3% among 360,000; activity change, % (no concentration beside the values), hits read low; AID 651819; purified chaperonin ATPase assay, HTRF ADP detection, 30 min; in the data active = activity change below about -30%; also: % is scaled to controls: 0 for no effect and ±100 for the full control effect
#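 TRiC at 40 or 20 nM final (batch-dependent) in 30 mM Tris pH 7.4, 100 mM KCl, 5 mM MgCl2, 1 mM DTT, with compound at single 76 uM and 10 uM ATP, 30 min at 37 deg C. ADP detected by HTRF Transcreener, 665/615 ratio.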
# EPAC1 antagonist: antagonists of human EPAC1; Potency, µM (series often up to 115 µM), without a hit: at the top dose activity change, negative = inhibition, most hits filed as inhibitors; EPAC1 GEF assay, Rap1b-BODIPY-GDP exchange fluorescence; O95398; hit rate 0.14% among 360,000; AID 720709;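 also: potency is read from the fitted curve at half-maximal effect; plate controls were vehicle for no effect and positive control for full effect; nearly all actives have a fitted effect of over 50% in size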
# EPAC2 ag: agonists of human EPAC2 (RAPGEF4). Q8WZA2. EPAC2 activation, biochemical qHTS; response scale: 100% = 6.5 mM cAMP response. Potency, µM (doses to about 154 µM), without a hit: at the top dose activation, most hits filed as activators. hit rate 0.079% among 360,000; also: potency is read from the fitted curve at half-maximal effect; nearly all actives have a fitted effect of over 50% in size
# Target sequence (Q8WZA2 whole entry, looked up): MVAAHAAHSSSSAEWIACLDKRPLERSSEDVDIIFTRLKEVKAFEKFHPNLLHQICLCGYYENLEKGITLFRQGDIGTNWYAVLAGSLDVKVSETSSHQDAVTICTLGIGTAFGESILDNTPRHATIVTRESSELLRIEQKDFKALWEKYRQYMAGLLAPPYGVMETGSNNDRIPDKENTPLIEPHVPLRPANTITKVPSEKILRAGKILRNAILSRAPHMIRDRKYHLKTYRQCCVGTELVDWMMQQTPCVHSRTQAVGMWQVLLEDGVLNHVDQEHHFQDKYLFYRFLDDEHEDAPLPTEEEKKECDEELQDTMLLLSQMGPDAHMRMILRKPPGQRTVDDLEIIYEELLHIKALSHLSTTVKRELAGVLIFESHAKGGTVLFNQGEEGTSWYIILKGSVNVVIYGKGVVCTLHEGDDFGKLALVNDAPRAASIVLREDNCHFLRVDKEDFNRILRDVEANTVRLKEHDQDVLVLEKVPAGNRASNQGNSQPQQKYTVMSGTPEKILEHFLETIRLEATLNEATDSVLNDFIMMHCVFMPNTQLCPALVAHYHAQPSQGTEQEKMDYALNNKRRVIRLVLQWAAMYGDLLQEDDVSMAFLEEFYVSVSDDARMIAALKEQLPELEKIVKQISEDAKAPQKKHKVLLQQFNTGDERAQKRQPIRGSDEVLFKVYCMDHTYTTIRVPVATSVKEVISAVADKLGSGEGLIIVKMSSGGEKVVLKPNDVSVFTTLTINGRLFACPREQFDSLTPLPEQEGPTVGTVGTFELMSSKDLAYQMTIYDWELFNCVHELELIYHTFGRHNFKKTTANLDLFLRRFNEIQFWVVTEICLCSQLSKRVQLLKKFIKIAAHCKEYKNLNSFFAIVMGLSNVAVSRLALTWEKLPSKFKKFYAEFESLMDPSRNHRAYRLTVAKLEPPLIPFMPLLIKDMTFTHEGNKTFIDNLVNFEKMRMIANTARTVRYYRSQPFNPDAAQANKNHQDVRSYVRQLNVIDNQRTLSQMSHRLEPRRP
#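 Exchange assay: 100 nM EPAC2 with 250 nM Rap1B-BODIPY-GDP and 50 uM GDP. Fluorescence (ex 480/em 540 nm) read every 5 min for 30 min at room temperature. Data normalized to 6.5 mM cAMP as agonist control.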
# PI5P4K alpha inh: inhibitors of human PI5P4K alpha. PI5P4Kalpha enzyme, ADP-Glo luminescence, 60 min; active compounds read low. max response, %. hit rate 1.2% among 330,000; active = max response of -50% or lower; inconclusive = between -30% and -50%; inactive = -30% or higher; also: value at the top dose of about 77 µM; % is scaled to controls: 0 for no effect and ±100 for the full control effect
#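 Human PI5P4Kalpha with substrate in 0.038 M HEPES pH 7.4, 0.28 mM EGTA, 0.1% CHAPS, 5% DMSO; reaction started with 5 microM ATP (final), 60 min at room temperature. ADP formed read by ADP-Glo luminescence.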
# IL-2 act: activators of IL-2. IL-2 activation reporter assay, cell-based qHTS; stimulated with anti-CD3/CD4/CD28 beads; in transgenic mouse T cells. activation, % (series mostly up to about 46 µM). hit rate 0.065% among 360,000. AID 652025; in the data active = activation above about 50%; inconclusive = mostly about 30% to 49%; also: 0% is about no effect
#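 Screening format: compound pinned onto unstimulated transgenic mouse T cells, 60 min incubation, then anti-CD3/anti-CD4/anti-CD28 bead stimulation for 18 hours at 37 degrees C, followed by EGFP and DsRed detection.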
# PLK1 PBD block: blocks phosphopeptide binding to human PLK1 polo-box domain | P53350 | Plk1 PBD binding of FITC phosphopeptide, fluorescence polarization | Potency, µM, for inactives: max response, negative = inhibition, usual class: inhibitors | hit rate 2.8% among 360,000; also: potency is read from the fitted curve at half-maximal effect; series mostly up to about 57 µM; % is scaled to controls: 0 for no effect and ±100 for the full control effect; nearly all actives have a fitted effect of over 65% in size
# An asterisk follows results filed as active; ? = inconclusive; · = not tested or not shown; [ ] = remark or other dose. Unless noted, calls follow the shape of the dose curve; as a rule, active = well fitted curve in the direction sought with a large enough effect; inconclusive = small, poorly fitted or top-dose-only effect, or another doubt; inactive = no such curve, though single readings can be large; an effect the other way counts as inactive or inconclusive. This is a subset; rates above refer to the full screens.
SMILES,EPAC1 agonist,WRN helicase inh,CCT chaperon mod,EPAC1 antagonist,EPAC2 ag,PI5P4K alpha inh,IL-2 act,PLK1 PBD block
COc1ccc(C(=O)N2CCN(c3ccccc3Cl)CC2)cc1S(=O)(=O)NC1CC1,-8%,-2%,0.6,-11%,10%,3,0.8,1%
Cc1cccc(C(=O)Nc2cc(NC(=O)c3cccs3)ccc2C)c1,9%,-35%,-0.1,-24%,14%,-25,1.5,-9%
O=C(N/N=C\C=C\c1ccco1)C1COc2ccccc2O1 (stereo unspecified),0%,-22%,0.8,1%,-4%,?,-0.2,-14%
COc1ccc2c(c1)O[C@@H](c1cccc(C(F)(F)F)c1)[C@H](OC(=O)Nc1ccc(OC(F)F)cc1)C2=O,-3%,-5%,-1.0,-19%,-3%,14,-4.0,4%
O=S(=O)(c1ccc(NC(=S)NCc2ccncc2)cc1)N1CCCCC1,10%,-1%,-1.8,16%,16%,-14,-0.1,-15%
Cc1noc(C)c1C(=O)N1CCN(C(=O)c2sc3cc(Cl)ccc3c2Cl)CC1,-1%,8%,-2.4,5%,6%,·,-2.4,0%
O=C(NC1(C(F)(F)F)C(=O)Nc2c1c(=O)[nH]c(=O)n2-c1ccc(F)cc1)c1cccnc1 (stereo unspecified),-7%,5%,0.9,0%,-2%,-4,-1.9,-2%
COC(=O)c1c[nH]n2c(=O)c(Cc3ccc(F)cc3Cl)c(C)nc12,-1%,-10%,-2.4,0%,-10%,·,-2.4,-8%
O=C(Nc1ccccc1)c1cc(C2CCCN(C(=O)c3ccc4c(c3)CCO4)C2)on1 (stereo unspecified),13%,-4%,1.3,0%,12%,0,-0.3,-6%
CSc1nc2ccccc2n1CC(=O)N1CCCCC1,-4%,7%,-1.0,5%,-14%,-5,0.1,-6%
CS(=O)(=O)c1cccc(C(=O)Nc2nnc(C3=COCCO3)o2)c1,7%,-18%,0.2,-17%,11%,0,0.2,?
Cc1nnc(NC(=O)CCC(=O)N2CCN(CCOc3cccc4ccccc34)CC2)s1,2%,-18%,2.0,-13%,-1%,-1,4.4,-15%
C[C@H](CO)N1C[C@H](C)[C@@H](CN(C)C(=O)NC2CCCCC2)Oc2ccc(NC(=O)c3ccncc3)cc2C1=O,-6%,0%,-0.5,-12%,3%,-3,-1.8,-8%
O=S(=O)(c1ccc(Cl)cc1)N1CCN(CCc2ccccc2)CC1,-1%,-1%,-0.7,-1%,12%,5,1.0,-8%
CC1CCCCC1NC(=O)CSc1nnc(-c2ccccc2)n1N (stereo unspecified),-5%,3%,-0.3,1%,-5%,-2,-2.0,-7%
CCOC(=O)CC(C#N)c1c[nH]c2ccccc12 (stereo unspecified),3%,-10%,-0.7,-19%,9%,·,-0.6,-3%
Cc1ccc2c(c1)c1c(n2C)-c2[nH]ncc2CC1,18%,-2%,0.2,1%,8%,28,-1.3,6%
Cc1cccc(NC(=S)NCc2ccco2)n1,-1%,3%,2.0,-7%,-1%,-5,-1.4,-4%
c1ccc(C2=NNC(c3ccccn3)=NN2)nc1,-2%,1%,-5.6,3%,11%,2,-1.3,-1%
C=C1CCN([C@H](C(=O)NCc2ccc(Cl)cc2)C(C)C)S(=O)(=O)c2ccccc21,19%,5%,-2.3,-6%,13%,-4,0.3,1%
CCOC(=O)N1CCC(=NNC(=O)c2ccccc2F)CC1,-2%,-3%,1.4,0%,3%,2,2.2,-8%
COc1cccc(/C=C/C(=C2/C(=O)N(c3ccccc3)N=C2C)c2ccc(C)cc2)c1OC,6%,6%,-4.6,-2%,8%,-2,0.5,-16%
COc1ccc(NC(=O)CC2C(=O)N(C)C(=S)N2Cc2cccs2)cc1 (stereo unspecified),-6%,-14%,-0.4,-9%,0%,3,-3.8,-3%
O=S(=O)(NCc1ccc(Cl)cc1)NCc1ccc(Cl)cc1,-3%,3%,-0.9,-11%,9%,-8,0.6,-6%
CC(=O)Nc1ccc(S(=O)(=O)NC2(C(F)(F)F)C(=O)Nc3c2c(=O)[nH]c(=O)n3Cc2ccco2)cc1 (stereo unspecified),-9%,-2%,0.8,11%,0%,5,-0.2,0%
COc1ccc(CNC(=O)C2CCN(C(=O)N3CCOc4ccc(C)cc43)CC2)cc1,0%,0%,-7.1,-6%,8%,-2,0.0,-10%
O=C(/C=C/c1ccc(Cl)cc1)N(Cc1ccccc1)c1ccccn1,5%,8%,0.3,?,25%,9,-4.4,-12%
CCC1Nc2ncnc(N3CCOCC3)c2N(Cc2ccc(OC)cc2)C1=O (stereo unspecified),-6%,5%,0.7,-1%,4%,-6,5.5,27µM*
COc1ccc(C2=NN3C(C2)c2ccccc2OC3c2cccs2)cc1 (stereo unspecified),10%,0%,-6.7,?,11%,-4,-0.6,-5%
O=C(NCCc1c[nH]c2ccccc12)C(F)(F)F,14%,-24%,-4.1,4%,4%,2,1.0,-5%
O=S(=O)(c1cccs1)N1CCN(c2ccnc3cc(Cl)ccc23)CC1,1%,1%,0.9,12%,-12%,0,-4.9,6%
COc1ccc(CN2CCN(Cc3ccco3)CC2)cc1,3%,?,2.2,15%,3%,-1,-5.1,-2%
CC(C)N1CCC1(C)C(=O)Nc1cccc2ccccc12 (stereo unspecified),2%,-4%,0.4,-8%,-2%,-12,-0.3,-3%
C/C(=N\NC(=O)CCCNc1cccc(C)c1)c1ccncc1,14%,-4%,0.3,8%,5%,-3,-0.1,2%
CCOc1ccc(-c2ccc(NS(=O)(=O)c3ccc([N+](=O)[O-])cc3)cc2)nn1,2%,8%,0.0,21%,0%,-4,0.5,0%
Cc1cccc(NC(=O)c2ccc([N+](=O)[O-])s2)n1,3%,-7%,-3.0,?,6%,2,-0.3,-2%
O=C(NCc1ccco1)c1ccc([N+](=O)[O-])cc1Cl,9%,-4%,-1.7,5%,5%,-1,-0.9,-4%
COc1ccc(C(Cl)=C(C=O)c2ccc(OC)c(OC)c2)cc1OC,14%,7%[57.1 µM],-2.0,-1%,1%,-3,0.4,-8%
CC(C)CC(NC(=O)C(NC(=O)C1OC2OC(C)(C)OC2C2OC(C)(C)OC12)C(C)C)C(=O)O (stereo unspecified),2%,-6%,-4.3,10%,0%,-5,1.2,-2%
COC(=O)c1cc(CNC(=O)c2ccc(N3CCCC3)c([N+](=O)[O-])c2)ccc1OC,10%,12%,0.4,-3%,1%,20,0.5,2%
C#CCOCCOCCOCCNc1nc(N2CCN(C(=O)[C@H](CCCCN)n3cc([C@@H](N)CC(C)C)nn3)CC2)nc(N2CCN(C(=O)[C@H](CCCCN)n3cc([C@@H](N)CC(C)C)nn3)CC2)n1,-12%,-7%,0.1,-3%,3%,-13,0.3,-6%
COC(=O)CCC(=O)CN,-8%,0%,1.8,1%,-6%,1,3.5,9%
CCCCCCCCN1C(=O)[C@H](CC(=O)NCc2ccc(OC)c(OC)c2)C[C@@]2(C(=O)OC)CCCCC=C12,-25%,-4%,-1.8,-28%,-10%,23,-0.6,0%
COc1ccc2c(=O)c3ccccc3oc2c1,-3%,1%,-0.5,-12%,6%,8,0.6,-5%
COCc1cc(N2CCCCC2)nc(-c2ccccc2)n1,-4%,?,0.6,-19%,4%,-74*,-0.8,27µM*
COCCNC(=O)CN(C(=O)Cn1nnc2ccccc21)c1ccc(C)c(F)c1,-1%,-19%,2.3,9%,7%,·,-1.0,1%
Cc1ccc(-c2nnn(CC(=O)N(CCN3CCOCC3)C(C(=O)NC(C)(C)C)c3ccc(C)o3)n2)cc1 (stereo unspecified),-7%,6%,0.9,2%,-8%,0,2.1,3%
CCOC(=O)CNC(=O)c1ccc2[nH]c3ccccc3c2c1,6%,5%,0.0,5%,7%,0,-2.5,-9%
Nc1nccc(SCc2ccc(Cl)cc2Cl)n1,4%,-4%,1.3,1%,2%,22,1.1,3%
Cc1c(C=O)c2ccccc2n1CC(=O)NC(C)c1ccccc1 (stereo unspecified),8%,-11%,0.9,-2%,7%,0,-0.3,-5%

# Part of the list above, showing only IL-2 act and EPAC2 ag:
structure | IL-2 act | EPAC2 ag
COC(=O)CCC(=O)CN | 3.5 | -6%
CCCCCCCCN1C(=O)[C@H](CC(=O)NCc2ccc(OC)c(OC)c2)C[C@@]2(C(=O)OC)CCCCC=C12 | -0.6 | -10%
COc1ccc2c(=O)c3ccccc3oc2c1 | 0.6 | 6%

# (cont.)
SMILES,EPAC1 agonist,WRN helicase inh,CCT chaperon mod,EPAC1 antagonist,EPAC2 ag,PI5P4K alpha inh,IL-2 act,PLK1 PBD block
O=c1oc(/C=C/c2ccccc2)nc2sc3c(c12)CCC3,-7%,0%,-0.3,9%,-97%[inhibitor],2,-3.2,36%[activator]
Cn1c(=O)n(CCc2ccccc2)c2ccccc21,2%,-21%,0.6,3%,4%,-1,1.1,-6%
CN(C)C(CNc1ccc([N+](=O)[O-])cc1C#N)c1ccccc1 (stereo unspecified),-6%,1%,-1.4,-5%,1%,-10,1.3,?
Cc1c(Cl)cccc1NC(=O)Cn1c(-c2ccc(F)cc2)noc1=O,1%,-6%,1.7,-4%,-2%,5,0.0,-7%
CC(C)NC(=O)N(C)C[C@@H]1Oc2c(NS(=O)(=O)c3ccccc3)cccc2C(=O)N([C@@H](C)CO)C[C@@H]1C,5%,-2%,-0.3,-12%,-7%,-3,0.0,-2%
O=C(COC(=O)c1cccnc1Cl)NCC1CCCO1 (stereo unspecified),8%,-2%,-2.4,2%,4%,-5,1.4,-8%
Cc1cc(C)cc(NC(=O)CN2CCN(CCN=CC3=C(O)CC(C)(C)CC3=O)CC2)c1,-6%,7%,0.2,4%,2%,-7,1.4,-9%
OC(c1ccc(CN2CCCCC2)cc1)c1ncc(-c2ccccc2)[nH]1 (stereo unspecified),-13%,4%[57.1 µM],-1.4,?,-1%,9,0.1,-22%
